From PubChem
MITF inh: MITF inhibitors, primary screen, biochemical, AlphaScreen, human; AlphaScreen MITF homodimerization, bead proximity signal; AID 1259374, 2018; inhibition, % at 2.6 µM; 650,000 tested, 0.91% active; in the data active = inhibition above about 50%;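 also: 0% = vehicle wells with protein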
Target sequence (O75030 whole entry, looked up): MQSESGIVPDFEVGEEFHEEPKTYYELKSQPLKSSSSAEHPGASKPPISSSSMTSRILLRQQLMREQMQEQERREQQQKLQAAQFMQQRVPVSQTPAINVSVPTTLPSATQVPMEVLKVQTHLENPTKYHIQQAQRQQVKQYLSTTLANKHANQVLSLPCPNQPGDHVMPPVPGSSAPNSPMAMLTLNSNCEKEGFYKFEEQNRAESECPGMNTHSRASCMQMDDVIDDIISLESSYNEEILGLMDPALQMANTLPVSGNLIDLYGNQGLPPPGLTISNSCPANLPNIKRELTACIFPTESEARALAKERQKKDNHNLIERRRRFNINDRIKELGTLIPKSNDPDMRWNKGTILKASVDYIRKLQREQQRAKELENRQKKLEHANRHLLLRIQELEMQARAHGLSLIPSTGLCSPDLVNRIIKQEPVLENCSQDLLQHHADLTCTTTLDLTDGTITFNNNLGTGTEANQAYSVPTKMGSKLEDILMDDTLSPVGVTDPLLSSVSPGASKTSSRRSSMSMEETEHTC
TEAD-YAP block: TEAD-YAP interaction inhibition, primary screen, TEAD-YAP interaction inhibitor project, luminescence, HEK-TIYL cells. TEAD-Gal4/YAP UAS-luciferase luminescence. inhibition, % at 9.12 µM. 640,000 tested, 1.4% active. AID 1259422, 2018; in the data active = inhibition above about 32%;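 also: 0% = median of test compound wells and 100% = reference inhibitor wells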
GPR151 ag: activators of human GPR151, primary screen, cell-based, PathHunter beta-arrestin, luminescence; AID 1508602, 2020; PathHunter beta-arrestin GPR151 cells; 650,000 tested, 1% active; activation, % at 11.2 µM; in the data active = activation above about 4.9%;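 also: 0% = median of compound wells and 100% = cells with positive control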
Target sequence (Q8TDV0 whole entry, looked up): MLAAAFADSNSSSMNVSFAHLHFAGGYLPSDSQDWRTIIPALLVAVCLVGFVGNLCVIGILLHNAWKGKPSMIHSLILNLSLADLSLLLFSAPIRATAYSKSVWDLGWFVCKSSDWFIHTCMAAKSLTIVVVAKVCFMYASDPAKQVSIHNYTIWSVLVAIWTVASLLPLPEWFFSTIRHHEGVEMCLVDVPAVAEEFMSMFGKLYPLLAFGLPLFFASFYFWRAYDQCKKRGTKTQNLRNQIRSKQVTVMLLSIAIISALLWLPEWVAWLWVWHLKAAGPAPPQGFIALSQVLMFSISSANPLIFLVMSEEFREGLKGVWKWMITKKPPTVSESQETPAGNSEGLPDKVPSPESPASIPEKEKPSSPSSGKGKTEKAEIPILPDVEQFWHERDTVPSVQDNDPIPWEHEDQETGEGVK
FBW7 act: FBW7 E3 ligase activators, primary screen, biochemical, AlphaScreen, human; F-box/WD repeat-containing protein 7 (Homo sapiens), Q969H0; AlphaScreen FBW7–phospho-cyclin E peptide binding, activator screen; normalized activity (activation), % at 26.1 µM; 650,000 tested, 0.13% active; AID 1259310, 2017; in the data active = normalized activity above about 1.9%;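 also: purified mutant Fbw7 with reduced substrate affinity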
Numbers without * were called inactive; · = no result given; & = joins results of further samples.

SMILES	MITF inh	TEAD-YAP block	GPR151 ag	FBW7 act
COc1ccc(-c2nonc2-c2ccc(OC)cc2)cc1	-11	6	-0.5	-0.1
N=C(N)SCCC[C@H](N)C(=O)O	10	·	0.3	·
CCOc1ccc(NC(=O)CSc2nc3cc(C(=O)NCc4ccccc4)ccc3c3nc4ccccc4n23)cc1	10	8	-1.1	0.0
CCCOc1ccccc1/C=N/Nc1nn[nH]n1	28	6	-0.8	0.1
CC(=O)O[C@@H]1CC(=O)[C@@]2(C)C(CC(=O)[C@]3(C)C2CC[C@@]2(C)[C@H](c4ccoc4)OC(=O)C4OC423)C1(C)C (some centres not stated)	-5	-5	2.7	0.0
CCOC(=O)C1=C(C)NC2=C(C(=O)CC(C)(C)C2)C1c1cc(OC)c(OC)c(OC)c1 (configuration not stated)	5&8	3&0	-0.9&-0.7	0.0&0.3
Nc1ncnc(N/N=C/c2ccccc2I)c1[N+](=O)[O-]	2	-29	-1.4	-0.2
CCOc1ccc(-n2cc(C(=O)Nc3cc(OC)ccc3OC)c3cc(OC)c(OC)cc3c2=O)cc1	0	0	1.1	-0.1
O=C(NNc1cccc(Cl)c1)C(c1ccccc1)c1ccccc1	0	3	0.1	0.1
CC(NC(=O)c1ccc(Cl)cc1)c1n[nH]c(=S)n1C (configuration not stated)	4	-2	0.5	0.0
Oc1ccc(Nc2nc(-c3ccc(O)c(O)c3)cs2)cc1	54*	-78	-0.2	-0.4
Cc1ccc(NC(=O)CSc2nc(-c3ccccc3)cn2-c2ccccc2F)cc1	0	-2	3.9	-0.1
CCOC(=O)CC(NC(=O)Cn1ncc2c(=O)oc3ccc(C)cc3c21)c1cccs1 (configuration not stated)	-8	-4	0.2	-0.1
CC1=C(C(=O)OC2CCCC2)C(c2ccccc2OCc2ccccc2)C2=C(CC(c3ccccc3)CC2=O)N1 (configuration not stated)	8	-2	-1.0	1.2
Cc1ccc(OCC(O)CNCCCN2CCOCC2)cc1 (configuration not stated)	25	5	1.5	-0.1
CCC/C=C/C=N/NC(=O)c1ccc([N+](=O)[O-])cc1	-1	7	0.7	0.0
COc1ccccc1C(=O)OCCN(C)C	5	-16	2.7	0.1
Cc1ccc(C2C(C(=O)c3ccco3)=C(O)C(=O)N2CCc2ccccc2)o1 (configuration not stated)	13	-4	-0.2	0.1
Cc1cc2c(=O)n(CC(=O)Nc3ccc(F)cc3F)cnc2s1	4	-6	-0.9	-0.1
COc1ccc(/C=C2/C(=O)c3cccc([N+](=O)[O-])c3C2=O)cc1	3	9	0.7	-0.1
NC(=O)c1c(NC(=O)c2ccc(Cl)cc2)sc2c1CCC2	-12	-54	0.0	0.3
O=Cc1ccccc1-c1ccc(N2CCN(c3ccc(C(F)(F)F)cn3)CC2)nc1	4	9	1.1	-0.1
Cc1ccc(CN2C[C@@H]3C[C@@H](c4cnc(N5CCCC5)s4)N4CCC[C@@]34C2=O)o1	4	7	0.3	-0.1
CCC(C)(C)NC(=O)C(c1cccc(OC)c1)N(C(=O)c1csnn1)C1CCCC1 (configuration not stated)	-5	-6	0.2	0.1
CC1=C(C(=O)Nc2ccccc2C)C(c2cccs2)C(C#N)=C(SCC(=O)Nc2ccc(C)c(Cl)c2)N1 (configuration not stated)	-14	0	-0.9	0.1
Cc1ccc(S(=O)(=O)N(CC(O)CN2C(=O)NC(C)(C)C2=O)c2ccccc2)cc1 (configuration not stated)	-9	-3	-0.2	0.3
CCN1CCN(CCC(=O)Nc2cccc(F)c2)CC1	13	-3	-0.7	0.5
Cc1onc(C(=O)Nc2ccc3c(c2)OCO3)c1[N+](=O)[O-]	-7	-4	-0.4	0.1
COc1ccc(OC)c(S(=O)(=O)n2cnc3ccccc32)c1	-7	5	-1.1	0.3
O=C(c1ccc(S(=O)(=O)N2CCCCC2)cc1)n1nnc2ccccc21	-4	-2	-0.1	0.1
CC(=O)C1C(c2ccc(N(C)C)cc2)c2c(noc2C)CC1(C)O (configuration not stated)	1	2	-0.7	0.1
CCN(CC)c1ccc(/C=C2\C(=O)Nc3ccc(Br)cc32)c(OC)c1	4	6	-0.7	-0.1
CC(CC(=O)NC(C)c1ccc2c(c1)OCCO2)c1ccccc1 (configuration not stated)	-9	-3	-1.0	-0.2
COc1ccc(Cl)cc1NC(=O)c1nn2c(C(F)(F)F)cc(-c3ccccc3)nc2c1Br	-10	1	-1.4	-0.2
CCOC(=O)Cc1ccc(N(Cc2ccccc2Cl)S(=O)(=O)c2cccc(Cl)c2)cc1	-12	-1	-0.4	0.0
CCOCCCNc1nc2c(-c3ccc(Cl)cc3)nnn2c2ccccc12	14	1	0.3	0.0
O=C1CCC2(C(=O)O)Sc3ccccc3N12 (configuration not stated)	15	13	-0.7	0.9
O=C(Nc1ccc(Cl)cc1)C(F)(F)F	-4	13	1.2	-0.1
COc1ccc(C2CC(c3cccs3)=NN2C(=O)CSc2nnc(CNC(=O)COc3ccccc3)n2-c2ccccc2OC)cc1 (configuration not stated)	3	32*	1.4	-0.1
Cc1cccc(NC(=O)c2ccc3ccccc3n2)c1	7	-23	-2.0	0.1
CCOc1ccc(C2NC(=O)NC(C)=C2C(=O)OCc2ccc3c(c2)OCO3)cc1OC (configuration not stated)	18	-20	0.8	0.0
CN(C)c1c(N)c(=O)oc2ccccc12	3	0	0.5	-0.2
O=C(NC1CCCC1)c1ccc(C(=O)c2ccccc2)cc1	0	-37	-0.1	0.0
N#Cc1ccccc1N=Cc1ccc(O)cc1	9	11	-2.5	0.1
COC(=O)C1=C(C)NC2=C(C(=O)CC(c3ccccc3)C2)C1c1ccccc1I (configuration not stated)	-5	7	-1.4	0.0
COc1ccc(C2=NN(CCC(=O)NC3CCCC(C)C3C)C(=O)CC2)cc1 (configuration not stated)	-3	3	0.4	-0.1
COc1cc(OC)c(OC)cc1CN1CCN(S(=O)(=O)c2ccc3ccccc3c2)CC1	34	0	0.4	0.0
COc1ccc(-c2cn3nc(SCC(=O)Nc4ccc5c(c4)OCCO5)ccc3n2)cc1	-2	-54	1.8	0.1

Molecules above containing a cyano group:
SMILES	MITF inh	TEAD-YAP block	GPR151 ag	FBW7 act
CC1=C(C(=O)Nc2ccccc2C)C(c2cccs2)C(C#N)=C(SCC(=O)Nc2ccc(C)c(Cl)c2)N1 (configuration not stated)	-14	0	-0.9	0.1
N#Cc1ccccc1N=Cc1ccc(O)cc1	9	11	-2.5	0.1

The list continues.
SMILES	MITF inh	TEAD-YAP block	GPR151 ag	FBW7 act
O=C(NCCOc1ccccc1)c1cccc(Nc2ccncn2)n1	5	-53	-0.4	0.1
COC(=O)c1c(NC(=S)NCc2ccccn2)sc2c1CCC2	22	-36	0.7	-0.2
O=C1c2cccc3c(Br)ccc(c23)C(=O)N1O	-1	11	-1.2	-0.1
CCOC(=O)c1c(CSc2cccs2)n(C)c2cc(Br)c(O)c(CN(C)C)c12	-3	11	0.1	-0.3
CCOc1ccccc1N1CCN(Cc2ccco2)CC1	25	-3	-0.7	-0.2
Cc1ccc(N2C(=O)c3ccccc3C2=O)cc1	-6	-4	1.2	-0.1
Nc1cc(C(=O)OCC(=O)Nc2ncc(Cl)cc2Cl)ccc1Cl	-6	4	0.9	-0.1
COC(=O)c1ccccc1NC(=O)Nc1cc(C(F)(F)F)ccc1F	-1	4	1.2	0.0
CCOC(=O)c1ccc(Cn2c3ccc(Br)cc3c3nc4cc(C)c(C)cc4nc32)o1	1	-4	0.7	-0.1
COC(=O)c1ccc(C2Oc3ccc(Cl)cc3C3CC(c4cccc(OC)c4)=NN32)cc1 (configuration not stated)	10	-1	1.7	-0.1
CC(=O)N(C)c1nc(-c2ccccc2)ccc1C(=O)NCC(F)(F)F	20	18	-0.9	0.5
CSc1ccccc1NC(=O)c1nc2nc(C)cc(C)n2n1	2	-25	0.5	0.4
CCCc1sc(NC(=O)c2ccc(-c3ccccc3)cc2)c(C(=O)O)c1C	13	19	1.5	0.6
N#Cc1c(Nc2ccccc2)sc2c(N)nc(N)nc12	10	-22	0.9	0.0
COc1ccccc1CNC(=O)c1sc2ncn(CC(=O)Nc3ccc(C)c(Cl)c3)c(=O)c2c1C	-15	-6	0.9	0.2
O=C1CCCN1CCCNc1nc(Nc2ccc(Oc3ccccc3)cc2)c2ncn(-c3ccccc3)c2n1	-1	8	-1.3	0.2
CCOC(=O)c1sc2nc(SCc3ccc(Cl)cc3)n(Cc3ccccc3Cl)c(=O)c2c1C	4	-1	-1.6	0.6
Cc1cc(C)cc(NC(=O)c2ccc3c(=O)n(Cc4ccccc4)c(=S)[nH]c3c2)c1	5	-5	2.5	-0.1
CCOc1ccc(NC(=O)CN(Cc2ccccc2)S(=O)(=O)c2ccc(Cl)cc2)cc1	-4	1	0.6	-0.3
Cn1c(C(C#N)C(=O)c2c(F)cccc2F)nc2ccccc21 (configuration not stated)	5	9	0.2	0.0
CCN(N=Nc1ccc([N+](=O)[O-])cc1)c1ccc([N+](=O)[O-])cc1	-6	0	-0.3	-0.2
COc1cccc(NC(=O)CSc2nnc(-c3ccco3)n2C)c1	-5	5	0.1	-0.1
CCOC(=O)N1CCN(C(=O)c2ccc(Cl)c(S(=O)(=O)N3CCCC3)c2)CC1	19	-5	4.0	0.5
COc1ccc(CCNC(=O)CCn2c(SCC(=O)c3ccc(O)c(O)c3)nc3ccccc3c2=O)cc1OC	2	0	-0.7	-0.2

Compound profiles (already shown):
`CCOC(=O)Cc1ccc(N(Cc2ccccc2Cl)S(=O)(=O)c2cccc(Cl)c2)cc1` across the screens: MITF inh: -12; TEAD-YAP block: -1; GPR151 ag: -0.4; FBW7 act: 0.0
`COc1cccc(NC(=O)CSc2nnc(-c3ccco3)n2C)c1` across the screens: MITF inh: -5; TEAD-YAP block: 5; GPR151 ag: 0.1; FBW7 act: -0.1

(list continues)
SMILES	MITF inh	TEAD-YAP block	GPR151 ag	FBW7 act
CCCCOc1ccc(C2C3=C(CC(C)(C)CC3=O)Nc3ccccc3N2C(=O)CC)cc1 (configuration not stated)	-9	5	6.7*	0.0
OCCC1CN(CC#Cc2ccccc2)CCN1C1CCCC1 (configuration not stated)	5	3	0.1	-0.1
Cc1cccc(Nc2ccc(N3CCN(C(=O)Nc4ccccc4C)CC3)nn2)n1	10	-3	3.6	0.1
CCOc1cccc2cc(C(N)=O)c(=Nc3ccc(Br)cc3)oc12	-2	6	-1.3	0.1
CCOc1ccc(C2CC(=O)NC3=C2C(=O)CC(c2ccc(F)cc2)C3)cc1 (configuration not stated)	9	8	0.8	0.0
Cc1ccc(S(=O)(=O)C2(C(=O)N3CC=C(c4ccccc4)CC3)CC2)cc1	17	11	0.2	0.6
COC(=O)c1cc(S(=O)(=O)N2CCCC3CCCCC32)cn1C (configuration not stated)	11	5	0.9	0.4
CCN1CCN(c2cc(C)c3cc(NC(=O)c4cccc(C(F)(F)F)c4)ccc3n2)CC1	3	-12	0.0	-0.2
CCCCn1c2c(c(=O)[nH]c1=O)C(c1ccc(OC)cc1OC)C1=C(COC1=O)N2 (configuration not stated)	6	10	1.9	0.1
CC(=O)Oc1ccc2c(=O)c(Oc3ccc(F)cc3)c(C)oc2c1C	6	5	0.6	0.0
CSc1nc2nc3c(c(=O)n2[nH]1)CN(Cc1ccccc1)CC3	-8	1	-1.2	0.1
CCS(=O)(=O)N1CCC(C(=O)Nc2cccc(F)c2)CC1	-3	-8	-2.4	0.0

Continued, overlapping the part above by 5 compounds.
SMILES	MITF inh	TEAD-YAP block	GPR151 ag	FBW7 act
CCN1CCN(c2cc(C)c3cc(NC(=O)c4cccc(C(F)(F)F)c4)ccc3n2)CC1	3	-12	0.0	-0.2
CCCCn1c2c(c(=O)[nH]c1=O)C(c1ccc(OC)cc1OC)C1=C(COC1=O)N2 (configuration not stated)	6	10	1.9	0.1
CC(=O)Oc1ccc2c(=O)c(Oc3ccc(F)cc3)c(C)oc2c1C	6	5	0.6	0.0
CSc1nc2nc3c(c(=O)n2[nH]1)CN(Cc1ccccc1)CC3	-8	1	-1.2	0.1
CCS(=O)(=O)N1CCC(C(=O)Nc2cccc(F)c2)CC1	-3	-8	-2.4	0.0
Cc1ccc(NS(=O)(=O)c2cccs2)cc1S(=O)(=O)N1CCCCCC1	4	0	1.6	-0.1
CCCNC(=O)C1CCCN(S(=O)(=O)c2ccc(C)cc2)C1 (configuration not stated)	-11	3	0.3	0.1
COc1cc(S(=O)(=O)NCC2CCCO2)ccc1Br (configuration not stated)	11	11	0.8	0.1
OCCNc1nc(Nc2ccc(C(F)(F)F)cc2)nc2nc[nH]c12	2	-14	-0.5	0.0
Cc1sc2nc(C)n(CC(=O)Nc3ccc(F)cc3F)c(=O)c2c1C	1	-5	0.9	0.0
O=C(COC(=O)C1c2ccccc2Oc2ccccc21)c1ccc(Cl)cc1	4	3	4.0	0.2
Cc1ccc(-c2n[nH]c(CNC(=O)c3ccc(Cl)nc3)n2)cc1	12	1	0.5	0.0
CCOC(=O)C1=C(c2ccccc2)N=c2s/c(=C\c3ccc4c(c3)OCO4)c(=O)n2C1c1cccs1 (configuration not stated)	15	12	-0.7	0.1
O=C(Nc1cnc2ccccc2c1)c1ncoc1-c1ccccc1C(F)(F)F	-5	-3	-0.8	0.3
Nc1nc(NCCCN2CCCC2=O)cc(N2CCCC2CO)n1 (configuration not stated)	-5	-4	-1.4	0.0
